# PABP1 MLLE inh – blocks PAM2 peptide binding to the PABP1 MLLE domain | P11940 | GST-MLLE / FITC-PAM2 fluorescence polarization | inhibition, % at 20 µM | hit rate 0.36% among 360,000; in the data active = inhibition above about 35%, passing the limit was not always enough;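 note: plate controls were DMSO wells with GST-MLLE for no effect and wells lacking GST-MLLE protein for full effect; some results filed as inactive read as strong as hits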
# Target sequence (P11940 whole entry, looked up, the tested form may be a part): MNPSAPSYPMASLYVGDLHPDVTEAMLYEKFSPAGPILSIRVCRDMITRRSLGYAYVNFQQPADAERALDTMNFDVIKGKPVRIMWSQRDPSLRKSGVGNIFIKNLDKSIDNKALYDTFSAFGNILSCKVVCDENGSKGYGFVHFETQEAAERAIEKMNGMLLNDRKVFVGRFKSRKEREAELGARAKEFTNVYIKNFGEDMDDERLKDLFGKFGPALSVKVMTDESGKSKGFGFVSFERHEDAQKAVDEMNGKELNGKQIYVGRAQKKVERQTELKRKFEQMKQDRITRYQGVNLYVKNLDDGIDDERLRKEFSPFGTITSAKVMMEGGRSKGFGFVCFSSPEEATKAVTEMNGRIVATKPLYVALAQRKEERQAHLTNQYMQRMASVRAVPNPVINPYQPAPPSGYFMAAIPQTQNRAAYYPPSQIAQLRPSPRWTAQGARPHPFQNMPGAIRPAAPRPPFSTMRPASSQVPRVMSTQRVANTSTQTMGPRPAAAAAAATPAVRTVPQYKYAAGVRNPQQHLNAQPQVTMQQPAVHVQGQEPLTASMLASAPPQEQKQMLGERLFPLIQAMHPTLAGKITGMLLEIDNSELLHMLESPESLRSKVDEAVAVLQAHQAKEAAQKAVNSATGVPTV
# MsrA act – activators of bovine methionine sulfoxide reductase A; purified bovine MsrA, absorbance read-out; activation, % at 10.6 µM; hit rate 0.3% among 360,000; in the data active = activation above about 7.5%;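 note: 0% = vehicle and 100% = reference activator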
# MsrA inhibitor – bovine MsrA inhibition. hit rate 0.75% among 360,000. inhibition, % at 15.5 µM. purified bovine MsrA, absorbance read-out. AID 651718; in the data active = inhibition above about 4.5%;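 note: 0% = vehicle wells with enzyme and 100% = reference inhibitor wells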
# TbMetRS inhib – blocks T. brucei methionyl-tRNA synthetase activity. purified T. brucei MetRS, ATP depletion, Kinase-Glo luminescence. inhibition, % at 11.9 µM. hit rate 0.4% among 360,000;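 active = inhibition above a per-plate cutoff of the control wells' mean inhibition plus 3 SD, cut at about 5.5% in these data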;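 note: 0% = DMSO wells median and 100% = median of wells with control inhibitor compound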
#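 Test system: purified T. brucei MetRS enzyme. Also added: ATP, methionine and E. coli bulk tRNA substrates. Compound: 11.9 µM single point. Schedule: 15 min enzyme-compound preincubation, 2 h reaction, 10 min detection, 25 °C. Signal: luciferase luminescence of residual ATP, Kinase-Glo. Evaluation: percent inhibition versus plate control medians. Controls: DMSO wells, low control.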
# MT1-MMP act inh – MT1-MMP (human) activation inhibition; GFP/RFP ratio change, % at 20 µM; P50281; HT1080 RFP-PRO-GFP cells, GFP/RFP ratio fluorescence, overnight; percent of plate control window, DMSO zero; hit rate 0.061% among 360,000;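 active = GFP/RFP ratio change of at least 30% with cell ATP level not reduced by more than half and red fluorescence within 50% of control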; note: strong numbers were not always called active
#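 Assay system: RFP-PRO-GFP reporter HT1080 cells; read-out basis: GFP/RFP fluorescence ratio; benchmarks: DMSO wells and RFP-L50D-GFP cells; doses: 20 µM single dose, 1% DMSO; schedule: overnight cell settling, then overnight compound exposure, 37 °C, 5% CO2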
# E coli Lon inh – inhibitors of E. coli Lon protease; P0A9M0; purified E. coli Lon protease, fluorescence polarization; inhibition, % at 7.94 µM; hit rate 0.42% among 360,000; AID 602123; in the data active = inhibition above about 13%, passing the limit was not always enough;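 note: 0% = enzyme with probe and DMSO and 100% = no enzyme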
# CendR NRP1 mod – modulators of CendR peptide binding to human neuropilin-1. O14786. FAM-RPARPAR peptide binding to NRP-1, fluorescence polarization. inhibition, % at 25 µM. hit rate 0.85% among 360,000. AID 602438;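 active = inhibition or corrected inhibition above about 18%, plus a signal ratio from 0.5 to 1.5, limit read from the data, passing the limit was not always enough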; note: strong numbers were not always called active
# FAS-TE inh – inhibitors of human fatty acid synthase thioesterase domain; P49327; recombinant FAS-TE, OMFH fluorogenic substrate, fluorescence endpoint; inhibition, % at 15 µM; hit rate 0.67% among 360,000;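 active = compounds whose normalised, plate-corrected inhibition of enzyme fluorescence in the single-dose primary screen is 50% or more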;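 note: 0% = DMSO with enzyme and 100% = substrate without enzyme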
# SKN-1 inh – inhibitors of C. elegans SKN-1. C. elegans VP596 Pgst-4::GFP/RFP ratio, acrylamide-induced, 24 h. hit rate 0.49% among 360,000. inhibition, % at 21.8 µM;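 active = interference check ratio from 0.5 to 1.5 plus GFP to RFP signal ratio inhibition reaching or exceeding a fixed threshold, cut at about 30% in these data, passing the limit was not always enough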; note: some compounds called inactive have numbers as strong as hits
# Numbers without * were called inactive; nt = not tested or not shown.
SMILES,PABP1 MLLE inh,MsrA act,MsrA inhibitor,TbMetRS inhib,MT1-MMP act inh,E coli Lon inh,CendR NRP1 mod,FAS-TE inh,SKN-1 inh
CCOc1ccc(NC(=O)C2(c3ccc(OC)c(OC)c3)CCCC2)cc1,0,-4,-1.0,0.2,-10,6,16,4,-3
Cc1cccc(NC(=O)c2nc(S(=O)(=O)Cc3ccccc3)ncc2Cl)c1,20,-5,0.7,-0.2,-1,-7,19,46,-3
CC1=C(C(=O)Nc2ccc(Cl)cc2)C(c2ccco2)NC(=O)N1 (centres undefined),-4,-3,-0.4,0.7,-3,6,-6,-6,4
Cc1ccc(SCC(=O)NCc2ccc(F)cc2)cc1,-3,-3,-1.0,-0.6,3,5,1,0,7
C=CCn1cccc(C(=O)Nc2cc(OC)cc(OC)c2)c1=O,17,-4,1.6,-0.4,-3,-6,-5,1,9
CCOCCCNC(=O)C1CCN(S(=O)(=O)CC)CC1,0,-1,-0.6,-0.6,-1,10,0,-10,13
O=C(c1ccco1)N1CCN(CC(O)COc2ccc3oc4ccccc4c3c2)CC1 (centres undefined),-3,0,0.1,-0.2,-8,-1,8,-5,10
COc1ccc(Br)cc1/C=N/Nc1ccc(S(=O)(=O)Nc2ccccc2C(=O)O)cc1[N+](=O)[O-],12,-4,2.0,-0.3,15,1,-2,40,12
Cc1ccc(CNC(=O)C(C)OC(=O)c2ccco2)cc1 (centres undefined),1,-4,-0.8,-0.9,-6,-11,-5,-4,0
COc1cc(C2C(C(=O)c3ccc(C)o3)=C(O)C(=O)N2c2cc(C)on2)cc(OC)c1OC (centres undefined),12,-3,0.7,-0.2,-6,7,11,-2,8
CC(C)C1N=C2c3ccccc3N=C(SCC(=O)NCCc3ccc(S(N)(=O)=O)cc3)N2C1=O (centres undefined),-62,-5,0.3,-1.3,2,5,0,-6,-10
CC(=O)Nc1ccc(-c2ccnc(-c3ccc(NC(C)=O)cc3)n2)cc1,-12,0,0.3,0.9,1,-6,-9,-2,-3
COc1ccc(-c2cc(C(=O)OCc3ccccn3)c3ccccc3n2)cc1,-9,-3,0.1,1.0,0,-4,-7,20,-16
CCCOc1ccc(C(F)(F)F)cc1NC(=O)CCc1c(C)noc1C,-7,-7,-0.2,-0.7,8,14,0,18,3
O=C(NCCO)/C(=C/c1ccc(Br)cc1)NC(=O)c1cccs1,-8,-3,0.0,-0.1,4,-7,1,-7,0
COCc1cc(=O)[nH]c(Nc2nc3ccccc3o2)n1,0,-4,0.3,0.1,2,1,0,-11,10
C=CCNC(=O)NC(=O)Cn1c(=O)c2c(ncn2CC)n(Cc2ccccc2)c1=O,-13,-7,0.0,-0.6,1,-4,1,0,17
C#CCNC(=O)C1=C[C@H](c2coc3ccccc3c2=O)[C@@H](CCCO)[C@H](OCC)O1,-5,-10,-1.0,-0.2,0,-17,0,-14,-10
CC(C)(O)CN(C(=O)c1ccc([N+](=O)[O-])cc1)C1CCCC1,7,-2,0.8,-0.1,-8,-8,-6,-2,12
CC(=O)NC1C(Oc2ccc(C)cc2)OC2COC(c3ccco3)OC2C1O (centres undefined),9,0,-0.4,-0.5,13,-2,1,-11,16
Cc1nc2ccccc2c(=O)n1CCCN1CCOCC1,6,-4,-0.5,-0.6,-1,3,-2,-7,0
COc1ccccc1OCCOc1ccc(/C=C2\C(=N)N3N=C(S(C)(=O)=O)SC3=NC2=O)cc1,-21,0,2.1,0.5,-2,-15,-64,4,-2
CCCCCn1c(CN2CCN(C(=O)c3ccco3)CC2)nc2c1c(=O)n(C)c(=O)n2C,14,-5,1.2,-0.2,-1,2,9,5,2
COc1ccc(/C=N/NC(=O)c2ccc(NC(=O)c3ccccc3Br)cc2)cc1,1,-9,1.4,-1.1,8,2,0,-6,7
CCOC(=O)C1=C(NC(=S)NC(=O)c2ccccc2)c2ccccc2CC1C(C)C (centres undefined),33,-1,1.8,0.3,-23,-10,-9,24,11

# Next results:
SMILES,PABP1 MLLE inh,MsrA act,MsrA inhibitor,TbMetRS inhib,MT1-MMP act inh,E coli Lon inh,CendR NRP1 mod,FAS-TE inh,SKN-1 inh
COC1(c2cc(-c3ccccc3)nc(N)n2)CCCCC1,1,-2,0.8,-0.6,2,-1,-4,5,16
CCCCn1c(N)c(N(CC(C)C)C(=O)c2cc(C)nc3ccccc23)c(=O)[nH]c1=O,-1,-1,0.4,0.0,-5,-5,0,-5,12
CC1(C)CC(=O)C(C=Nc2ccc3[nH]ncc3c2)=C(O)C1,-5,-10,5.6*,-0.1,-1,-5,3,-24,-4
CC1(Oc2cccc(F)c2)CCN(Cc2ccc(-c3ccccn3)cc2)C1 (centres undefined),4,1,-0.4,-0.1,1,-4,-4,12,-10
S=c1[nH]nc(Cc2c[nH]c3ccccc23)o1,-72,0,-0.7,-0.9,4,-1,1,-9,1
Cc1cccc(N(C(=O)c2snc(C(N)=O)c2N)C(C(=O)NCC2CCCO2)c2ccc3ncccc3c2)c1 (centres undefined),2,-2,1.6,0.1,-3,1,-1,-2,13
CC1CCN(C(=O)C2CCN(S(=O)(=O)c3ccc(-n4cnnn4)cc3)CC2)CC1,-7,-1,-1.5,0.1,-3,-2,14,6,7
O=C(CCNS(=O)(=O)c1ccccc1)N1CCN(c2ccccc2F)CC1,-10,-2,0.5,0.1,-3,5,9,-1,11
Cn1c(Cl)c(C(=O)Nc2ccc(Cl)cc2)c2ccccc21,8,-9,0.2,-1.0,-10,-8,2,7,-19
CCCCn1c(-c2csc(C(C)C)c2)n[nH]c1=S,-52,-4,0.9,-1.5,-5,2,-11,-4,-1
COC(=O)C(C(=O)OC)c1ccc(N)cc1,6,-3,0.1,-0.4,1,-4,3,-4,8
CCOC(=O)Cc1csc(NS(=O)(=O)c2ccccc2)n1,-1,-5,-0.6,-0.9,-2,-1,7,-9,-6
CC1(C)CC(=O)c2cn3c(nc2C1)nc1ccccc13,-2,-8,1.7,-0.7,4,1,-9,-7,-8
CN(C)N1C(N)=C(C#N)C(c2ccc(F)cc2)C2=C1CC(C)(C)CC2=O (centres undefined),-13,-1,2.1,-0.5,-3,-4,-1,-6,1
O=C(O)c1cccnc1Br,-1,-4,0.3,-0.2,0,2,2,-10,-10
O=C(Nc1ccc(Oc2cccnc2)cc1)C1CCN(Cc2cccc(Cl)c2)CC1,-6,-6,-0.1,-0.3,5,10,0,-3,-13
Cc1ccc(C(=O)NCCN2CCC(n3c(=O)[nH]c4ccccc43)CC2)cc1F,nt,-6,1.3,-0.8,6,-1,6,-10,-6
COc1ccc(NC2=CC(=O)CC(c3ccccc3)C2)cc1 (centres undefined),13,-1,1.9,-0.6,0,-7,6,-4,-2
COc1cccc(NC(=S)N/N=C2\CC3CCC2(C)C3(C)C)c1 (centres undefined),26,0,0.2,0.0,-3,9,-4,19,2
CCC(=O)Nc1nc(C)nc(C)c1C(C)=O,10,-5,-0.8,-1.3,9,-5,13,-5,-8
N/C(=N\OC(=O)Nc1cccc(C(F)(F)F)c1)c1ccno1,12,-3,-1.2,-0.4,2,-3,-6,-2,1
O=S(=O)(c1cccc(S(=O)(=O)N2CCC(n3nnc4ccccc43)CC2)c1)N1CCCCC1,-6,-2,1.0,0.7,-1,0,-5,28,31
CCC1Oc2ccc(C)cc2N(CC(=O)NCCC2=CCCCC2)C1=O (centres undefined),-1,0,-1.5,-0.3,-1,4,8,7,12
C=C(C)c1ccc(C(C)(C)NC(=O)N2CCN(C)CC2)cc1,3,-7,-0.1,-1.5,-2,-3,-7,-7,-16
CCCCCCN=C(C)c1ccccc1O,-18,-3,0.4,0.6,0,-8,-5,-6,6

# (cont.)
SMILES,PABP1 MLLE inh,MsrA act,MsrA inhibitor,TbMetRS inhib,MT1-MMP act inh,E coli Lon inh,CendR NRP1 mod,FAS-TE inh,SKN-1 inh
COC(c1ccccc1)c1nnc(CCC(=O)NCCC(C)C)o1 (centres undefined),-5,-1,1.5,-0.8,2,-2,-3,-8,10
Cc1cc(C)cc(Oc2ccccc2/C=N\O)c1,-4,-3,-0.6,-1.2,1,-8,3,-2,-4
COc1ccccc1NC(=O)CSc1nnnn1C,3,-2,0.2,-1.1,2,-10,-2,-6,-3
O=C(CSc1nnc(Cc2ccccc2)o1)NCCN1C(=O)CSC1=O,2,19*,-0.8,0.0,-2,-7,8,-10,-18
O=C(c1ccc(NC2=NC3CS(=O)(=O)CC3S2)cc1)N(CCO)Cc1ccccc1 (centres undefined),-54,-1,0.6,0.4,1,0,11,-5,-1
Cc1nn(Cc2ccccc2)c2c1C(c1ccco1)C(C#N)=C(N)O2 (centres undefined),5,-2,-0.1,-0.5,11,-1,-9,-3,16
Nc1c(C(=O)N/N=C/c2ccccc2)cnn1-c1ccccc1,-1,-5,-0.3,-0.7,3,9,-1,-4,-9
COC(=O)C1CCN(CC(=O)NC(=O)Nc2ccccc2F)CC1,-30,-2,-0.7,-0.3,0,-6,10,-6,-13
CC(NC(=O)COC(=O)C1(C)CC1(Cl)Cl)c1ccccc1 (centres undefined),6,-2,1.0,-0.5,3,-11,-14,-6,11
COc1ccc(CN2C(=O)c3cccnc3C2=O)cc1S(=O)(=O)NC1CCCCC1C (centres undefined),-10,-5,0.6,-0.4,0,-1,-10,-2,10
CCC1CCCCN1S(=O)(=O)c1ccc(S(=O)(=O)N(Cc2ccccn2)CC2CCCO2)cc1 (centres undefined),-10,-1,0.4,-0.7,-10,-4,-4,9,-2
CCCOc1ccc(C(=O)C(CN2CCCC2)c2ccccc2)cc1 (centres undefined),-15,0,-1.5,0.4,-2,-9,0,-3,0
COc1ccc(C(=O)NC2CCCc3ccccc32)cc1[N+](=O)[O-] (centres undefined),-4,-1,1.2,0.4,-3,1,3,16,14
COc1cc(OC)cc(C(=O)NCCCN2CCOCC2)c1,-9,-10,-1.2,1.0,-2,-4,-2,-12,11
N#Cc1ccc(-c2nc3ccc(Cl)cn3c2Cc2ccccc2C(F)(F)F)cc1,-2,-4,-1.0,0.1,-7,3,-6,25,10
CSc1ccc(/C=C(/NC(=O)c2ccccc2)C(=O)NCCN2CCOCC2)cc1,4,-2,2.5,0.6,-1,-9,11,-4,2
C#CCOCCOCCOCCNc1nc(N2CCOCC2)nc(N2CCN(C(=O)[C@H](C)n3cc(CCC(=O)O)nn3)CC2)n1,5,0,-0.5,-0.3,-3,-8,15,-12,8
CCOc1cc(N2CCOCC2)c(OCC)cc1NC(=O)COC(=O)c1cccc2ccccc12,-11,-2,1.4,-0.7,2,8,19,-2,-1
Nn1c(SCC(=O)Nc2ccc3c(c2)OCO3)nnc1C(F)(F)F,-5,-2,0.1,0.1,-1,1,-15,-2,-3
OC(c1ccccc1)(c1ccccc1)c1ccn[nH]1,2,-4,-0.2,-0.2,-2,-10,17,-6,-8

# An excerpt from above in order of heavy-atom count, ascending.
SMILES,PABP1 MLLE inh,MsrA act,MsrA inhibitor,TbMetRS inhib,MT1-MMP act inh,E coli Lon inh,CendR NRP1 mod,FAS-TE inh,SKN-1 inh
Nc1c(C(=O)N/N=C/c2ccccc2)cnn1-c1ccccc1,-1,-5,-0.3,-0.7,3,9,-1,-4,-9
Nn1c(SCC(=O)Nc2ccc3c(c2)OCO3)nnc1C(F)(F)F,-5,-2,0.1,0.1,-1,1,-15,-2,-3
Cc1nn(Cc2ccccc2)c2c1C(c1ccco1)C(C#N)=C(N)O2 (centres undefined),5,-2,-0.1,-0.5,11,-1,-9,-3,16

# An unsorted share of the library; overall some 4% were active at least once.
